Screening data from PubChem BioAssay.
Luciferase inh: inhibitors of firefly (Photinus pyralis) luciferase; Potency, µM (highest dose often 115 µM), without a hit: top-dose activity change, negative = inhibition, most hits filed as inhibitors; P08659; purified P. pyralis luciferase, luminescence, biochemical; 76,000 tested, 2.5% active; further: potency means the concentration at half of the fitted maximal effect; nearly all actives have a fitted effect of over 65% in size
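Purified 10nM P. pyralis luciferase with 10uM D-luciferin and 10uM ATP in 50mM Tris acetate pH 7.5, 10mM Mg acetate, 0.01% Tween-20, 0.05% BSA. qHTS titration; luminescence read by CCD imager.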
HEK293 viab: reduces viability of HEK-293 SNCA reporter cells. HEK-293-SNCA-luc viability, GF-AFC fluorescence, 24 h. Potency, µM (titrated, usually from 57.1 µM), for inactives: at the top dose activity change, negative = cytotoxicity, actives largely listed as cytotoxic. 150,000 tested, 0.12% active. AID 1671193;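 further: potency means the concentration at half of the fitted maximal effect; 0% = DMSO-treated cells and -100% = medium-only wells without cells; nearly all actives have a fitted effect of over 30% in size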
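Cytotoxicity counterscreen: after 24 h compound treatment of genome-edited SNCA-luciferase HEK-293 cells, live-cell protease substrate GF-AFC read by fluorescence after 30 min; activity scaled between DMSO (0%) and medium-only (-100%), curves Hill-fitted.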
3T3 cytotox: kills NIH 3T3 cells; 94,000 tested, 4.3% active; NIH 3T3 viability, CellTiter-Glo ATP luminescence, 48-72 h; Potency, µM (highest dose often 96.7 µM), without a hit: at the top dose activity change, negative = cytotoxicity, hits mostly inhibitors; AID 1345082; further: potency means the concentration at half of the fitted maximal effect; nearly all actives have a fitted effect of over 55% in size
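ATP-dependent luminescence (CellTiter-Glo) served as the viability signal for NIH 3T3 cells treated with compound for 48 or 72 hr at 37 °C.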
GPT2 inh: GPT2 alanine aminotransferase inhibition; 100,000 tested, 0.25% active; Recombinant GPT2, coupled pyruvate oxidase/HRP Amplex Red fluorescence; AID 1671188; Potency, µM (series often up to 57.7 µM), for the others: at the highest dose activity change, negative = inhibition, actives largely listed as inhibitors; Q8TD30; further: potency means the concentration at half of the fitted maximal effect; nearly all actives have a fitted effect of over 60% in size; many of its hits are not listed in these tables
Target sequence (Q8TD30 whole entry, looked up): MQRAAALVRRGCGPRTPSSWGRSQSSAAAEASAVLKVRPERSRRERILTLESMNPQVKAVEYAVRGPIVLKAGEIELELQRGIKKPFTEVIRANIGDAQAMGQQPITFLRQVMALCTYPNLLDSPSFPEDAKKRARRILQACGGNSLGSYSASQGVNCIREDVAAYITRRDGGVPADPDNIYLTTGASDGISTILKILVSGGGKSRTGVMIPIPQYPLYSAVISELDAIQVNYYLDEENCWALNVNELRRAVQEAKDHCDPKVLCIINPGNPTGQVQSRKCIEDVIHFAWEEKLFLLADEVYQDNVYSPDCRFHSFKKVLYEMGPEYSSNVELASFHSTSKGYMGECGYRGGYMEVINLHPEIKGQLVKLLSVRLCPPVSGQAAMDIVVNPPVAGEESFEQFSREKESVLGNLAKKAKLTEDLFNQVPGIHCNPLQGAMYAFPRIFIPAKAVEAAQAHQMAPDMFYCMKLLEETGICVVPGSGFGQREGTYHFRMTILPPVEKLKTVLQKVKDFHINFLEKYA
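Recombinant GPT2 (10ng/uL) with 250uM a-KG and 2mM L-alanine, 30 min at room temperature, in HEPES pH 7.5 buffer. Pyruvate detected by pyruvate oxidase/HRP/Amplex Red fluorescence after 30 min in the dark; AOA (50uM) as positive control.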
SNCA expr inhib: reduces expression of the alpha-synuclein gene | HEK-293 SNCA-luciferase knock-in, luminescence, 24 h | Potency, µM (top dose mostly 57.2 µM), for inactives: at the top dose activity change, negative = inhibition, hits mostly inhibitors | 140,000 tested, 0.17% active;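 further: potency means the concentration at half of the fitted maximal effect; plate controls were DMSO cells for no effect and cell-free wells for full effect; nearly all actives have a fitted effect of over 45% in size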
IP6K1 inh: blocks human inositol hexakisphosphate kinase 1 | activity change, % (series mostly up to about 58 µM) | Q92551 | 140,000 tested, 0.81% active | IP6K1 kinase, ADP-Glo luminescence, 2 h; active compounds read low | AID 1645851; in the data active means activity change below about -25%
Target sequence (Q92551 whole entry, looked up): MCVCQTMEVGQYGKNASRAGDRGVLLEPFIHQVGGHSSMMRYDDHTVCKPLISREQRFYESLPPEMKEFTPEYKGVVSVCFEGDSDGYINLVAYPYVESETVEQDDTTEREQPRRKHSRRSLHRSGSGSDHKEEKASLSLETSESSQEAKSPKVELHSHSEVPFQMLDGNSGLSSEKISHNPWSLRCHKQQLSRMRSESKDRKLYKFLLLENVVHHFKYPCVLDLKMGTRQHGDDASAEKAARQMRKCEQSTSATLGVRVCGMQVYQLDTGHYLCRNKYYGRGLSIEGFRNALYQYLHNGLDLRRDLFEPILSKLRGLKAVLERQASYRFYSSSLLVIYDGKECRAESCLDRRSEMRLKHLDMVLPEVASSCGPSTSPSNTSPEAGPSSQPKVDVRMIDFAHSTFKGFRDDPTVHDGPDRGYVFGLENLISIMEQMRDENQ
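ADP-Glo luminescence measures ADP made by human IP6K1 during a 2 h RT reaction with ATP/IP6 (mix at 1.3 mM/130 uM); top library doses 57.5 and 19.1 uM final.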
HEK cytotox: cytotoxic compounds in HEK 293 cells; HEK 293 viability, ATP luminescence (CellTiter-Glo), 48-72 h; Potency, µM (series often up to 115 µM), without a hit: top-dose activity change, negative = cytotoxicity, most hits filed as inhibitors; 94,000 tested, 6.6% active; further: potency means the concentration at half of the fitted maximal effect; nearly all actives have a fitted effect of over 60% in size
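Luminescence from cellular ATP, measured with CellTiter-Glo, indicates HEK 293 viability. Cells plated at 250 cells/well are treated with compound for 48 or 72 hr at 37 degree Celsius before reagent addition.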
An asterisk follows results filed as active; i = inactive; ? = inconclusive; . = not tested or not shown; [ ] = dose if it differs, or a comment. Unless noted, the call rests on the fitted dose curve; in most records, active means well fitted curve in the direction sought with a large enough effect; inconclusive means small, poorly fitted or top-dose-only effect, or another doubt; inactive means no such curve, though single readings can be large; an effect the other way counts as inactive or inconclusive. Unless noted, on the % scale 0 is the no-effect control and ±100 the full control effect.

Sequence of screens – Luciferase inh	HEK293 viab	3T3 cytotox	GPT2 inh	SNCA expr inhib	IP6K1 inh	HEK cytotox
#1 O=C(Cc1ccccn1)NC1CCCN(c2ccc3nnc(-c4ccccc4)n3n2)C1 (stereo not given)
→ .	.	?	.	.	-3	-27%
#2 COc1cccc(C(=O)N2CCC[C@@H]2C(=O)N2CCC(N3CCOC3=O)CC2)c1
→ .	1%	-2%	-23%	-5%	-13	i
#3 O=C(NCCNc1cccnc1)C1CCC(=O)N(CCc2ccc(Cl)cc2)C1 (stereo not given)
→ 7%	-2%	-17%	?	2%	8	-8%
#4 CCn1nc(C)cc1C(=O)N[C@@H]1c2ccccc2C2(CCNCC2)[C@H]1OC
→ 11%	-14%	i	i[11.5 µM]	-11%	9	i
#5 C[C@@H](NC(=O)C1=C[C@@H](NC(=O)CC(C)(C)C)[C@@H](O)[C@H](O)C1)C(N)=O
→ 0%[172 µM]	-7%[87.6 µM]	-3%[174 µM]	i	3%[87.6 µM]	-8	-1%[172 µM]
#6 CCOc1ccc(Cn2nnc3c(=O)[nH]c(C4CCN(C(=O)c5ccccc5)CC4)nc32)cc1
→ .	-3%	.	.	40%[activator]	0	.
#7 Cc1ccc(-n2ncc3c(NCCCc4ccccc4)ncnc32)cc1C
→ .	13%	.	.	44%[activator]	16	.
#8 O=C(NC1CCc2n[nH]c(=O)n2CC1)c1ccc2nc[nH]c2c1 (stereo not given)
→ -8%	20%	-5%	i	-5%	-6	?
#9 COC(=O)c1ccccc1NC(=O)Cn1c(=O)n(CCCC(=O)NCCc2ccc(OC)c(OC)c2)c(=O)c2ccccc21
→ .	-12%	.	.	17%	6	.
#10 COc1ccccc1CNC(=O)C1CCN(S(=O)(=O)c2c(C)noc2/C=C/c2cccs2)CC1
→ .	-4%	.	.	-15%	9	.
#11 CC(=O)NC[C@@H]1C=C(C)[C@H](CC(=O)O)C[C@H]1C(C)C
→ -14%[230 µM]	6%[87.6 µM]	-15%[174 µM]	i	2%[87.6 µM]	8	-18%[230 µM]
#12 CN(Cc1ccccc1)C(=O)CC1CCN(C(=O)Nc2ccccc2)C1 (stereo not given)
→ .	-8%	-26%	i	19%	11	?
#13 COc1ccc(NC(=O)N2CCCCCC2c2nc(C3CC3)no2)cc1 (stereo not given)
→ .	-17%	-22%	i	-2%	3	-19%
#14 O=C(Cn1ncc2ccccc2c1=O)NC1CCCc2c1[nH]c1ccccc21 (stereo not given)
→ -8%	-14%	-22%	0%	-12%	-3	-16%
#15 CCOC(=O)c1ccc(CN(Cc2ccccc2)S(=O)(=O)c2ccc(C)cc2)cc1
→ .	11%	.	.	19%	-7	.
#16 c1ccc(-c2cc(-c3ccccc3)c3c(n2)-c2ccccc2OC3)cc1
→ .	0%	.	.	53%[activator]	3	.
#17 COc1cccc(CNCCSc2nnnn2C)c1OCc1ccc(F)cc1
→ .	5%	.	.	27%	-2	.
#18 CCNC(=O)c1cccnc1OC1CCN(C(=O)c2ccc(C)c(F)c2)C1 (stereo not given)
→ 5%	-6%	4%	i	-12%	2	-4%
#19 O=C(Cn1c(=O)nc(-c2ccccc2)c2cc(Cl)ccc21)NCCc1ccc(Cl)cc1
→ .	-1%	.	.	5%	1	.
#20 Cc1oc(-c2ccc(Cl)cc2)nc1Cn1c(=O)cc(-c2ccccc2)c2c(C)nn(C)c21
→ .	-3%	.	.	3%	-6	.
#21 COc1ccc(NC(=O)CSc2ncc(-c3ccc(Cl)cc3)[nH]2)cc1OC
→ .	?	.	.	-13%	-12	.
#22 CN(CCNc1nc(CCN)nc2ccccc12)S(C)(=O)=O
→ 1%	2%	-6%	-14%	-22%	-5	5%
#23 COc1cccc(-c2nc(-c3nnn4c3COC(c3ccc(C)cc3)C4)no2)c1OC (stereo not given)
→ -4%	17%	-5%	i	-6%	-11	21%
#24 Cc1ccc(OCc2nc(C3CCN(S(=O)(=O)Cc4ccccc4F)C3)no2)cc1 (stereo not given)
→ -2%	-27%	?	3%	?	-13	25µM*
#25 Cc1n[nH]c(C)c1CNC(=O)c1ccc(CC2CCN(S(C)(=O)=O)CC2)cc1
→ 0%	-8%	?	-22%	-10%	-7	?
#26 O=C1NCCC[C@@H]1NC(=O)[C@@H]1CN(C(=O)c2cccc(F)c2)CCN1C(=O)c1cccc(F)c1
→ -4%	2%	i	-9%	-1%	10	i
#27 Cc1ccc(C(=O)N2CCC(n3c(C)cnc3-c3ccccc3)CC2)cn1
→ 2%	4%	-13%	i	10%	8	-30%
#28 COc1cncc(N2C[C@H]3[C@H](C2)[S+](=O)([O-])C(C)(C)C(=O)N3Cc2ccccc2)c1
→ -3%[172 µM]	-9%[87.6 µM]	?	?	?	-5	-8%[172 µM]
#29 COc1ccc(C(=O)N2CCC3(CC2)OCC(C(=O)NC(C)C)N3C(=O)c2ccccc2)cc1OC (stereo not given)
→ 4%	-4%	-21%	-8%	-1%	7	-21%
#30 CCCc1ccc(OCc2ccc(C(=O)Nc3ccccc3C(=O)OC)o2)cc1
→ .	2%	.	.	232%[activator]	22	.
#31 Cc1cnc(CC2CCN(C(=O)C3CCOC3)CC2)n1Cc1ccc(F)cc1 (stereo not given)
→ 2%	4%	-8%	i	-12%	14	-26%
#32 Cc1nnsc1C(=O)N[C@H]1CCN(C(=O)CSCC(=O)O)[C@H](C(=O)N[C@H](Cc2ccccc2)C(N)=O)C1
→ 3%	2%	-6%	i	9%	10	-12%
#33 O=c1n(CCCN2CCN([S+](=O)([O-])c3cccs3)CC2)nc2n1CCCC2
→ .	.	-10%	.	.	-1	-7%
#34 COc1cccc(CNC(=O)CSC2=Nc3ccccc3C3=NC(C)C(=O)N23)c1OC (stereo not given)
→ .	1%	.	.	3%	11	.
#35 C#CCNC(=O)C1CCCN1Cc1ccc(-c2cncnc2)cc1 (stereo not given)
→ .	1%[87.6 µM]	-13%[138 µM]	i	-16%[87.6 µM]	5	-18%[172 µM]
#36 CNC(=O)CCn1ncc2cc(OCc3ccccc3-c3ccccc3OC)ccc21
→ 40µM*	-28%[87.6 µM]	89µM*	-28%[88.5 µM]	?	0	?
#37 CC(=O)O[C@H]1CC[C@@]2(C)C(CC[C@@H](C)[C@]23Cc2c(O)cc4c(c2O3)CN([C@@H](CCC(=O)O)C(=O)O)C4=O)C1(C)C (stereo not given in full)
→ .	-16%[23.9 µM]	.	i	.	10	.
#38 CCN1C[C@H]2COc3ccccc3[C@H]2N(C(=O)c2ccc(F)cc2)CCC1=O
→ .	.	?	.	.	6	-4%
#39 CCC(c1cnn(C)c1)n1ccnc1-c1ccc(SC)cc1 (stereo not given)
→ 7%	0%	-18%	5%[11.5 µM]	-8%	27	?
#40 COCCNC(=O)CSc1nc2cc3c(cc2c(=O)n1CCCCCC(=O)NCCc1ccc(OC)c(OC)c1)OCO3
→ .	3%	.	.	-4%	14	.
#41 O=C(c1nccc2ccccc12)N1CCC(N2C(=O)C(O)C23CCCCC3)CC1 (stereo not given)
→ 7%	6%	1%	i	-10%	-18	i
#42 CC(=O)c1cccc(NC(=O)c2cnc(-c3ccc(C)cc3)nc2-c2ccncc2)c1
→ -8%	-7%	?	i	2%	11	?
#43 O=C(Cn1c(=O)n(CCc2ccccc2)c(=O)c2cccnc21)Nc1ccc(F)cc1
→ .	0%	.	.	-16%	23	.
#44 CCCCSc1nnc2n(-c3cccc(C)c3)c(=O)c3c4c(sc3n12)CCCC4
→ .	-22%	.	.	15%	-1	.
#45 O=C(NCCn1ccn2nc(-c3ccc(F)cc3)cc2c1=O)c1ccc2c(c1)OCO2
→ -2%	0%	-10%	i	1%	1	?
#46 O=C(O)C[C@@H]1CCN(C(=O)Nc2cccc(C(F)(F)F)c2)C[C@@H]1CC1=NCCc2cc(F)ccc21
→ 0%	-11%	-6%	i	11%	2	?
#47 c1ccc(CN2CCC(Oc3nccnc3N3CCc4ccccc43)C2)nc1 (stereo not given)
→ -2%	-13%	?	i	?	2	40µM*
#48 O=C(NCc1ccc(F)cc1Cl)c1cc2n(n1)CC(c1ccc3c(c1)OCO3)OC2 (stereo not given)
→ -28%	8%	?	-5%	-3%	-6	?
#49 COc1ccc(C2(C(=O)N3CCC4(CCCN(C)C4=O)C3)CCCC2)cc1 (stereo not given)
→ 7%	-3%	?	0%[11.5 µM]	-6%	-2	-27%
#50 CCn1c(=NC(=O)c2ccc(S(=O)(=O)N3CCCC3)cc2)sc2cc(Br)ccc21
→ .	8%	.	.	7%	17	.
#51 CCOC(=O)CCC(=O)Nc1nnc2n1CCS2
→ .	15%	.	.	?	2	.
#52 O=C(NC1CCN(c2nc3ncccc3o2)C1)c1ccccc1 (stereo not given)
→ .	2%[87.6 µM]	2%[138 µM]	i	-4%[87.6 µM]	16	-3%[172 µM]
#53 O=C(Cc1cccs1)N1CC2CC(C1)[C@H]1CCCC(=O)N1C2 (stereo not given in full)
→ -7%	1%	i	i	-12%	2	-5%
#54 Cc1ccc(NC(=O)CN(C)S(=O)(=O)c2ccc3c(c2)n(C)c(=O)c(=O)n3C)c(C)c1
→ .	-10%	.	.	6%	-4	.
#55 COc1ccccc1-c1cnc(NC(=O)c2cccnc2)c2c1CCO2
→ -6%[172 µM]	-7%[87.6 µM]	?	5%[88.5 µM]	112%[activator][87.6 µM]	-2	-58%[172 µM]
#56 COc1ccccc1-c1nc(COC(=O)C2=CN(Cc3ccccc3)S(=O)(=O)N=C2C)no1
→ -5%	-21%	?	i	?	-6	?
#57 Cc1ccc(NC(=O)CC2Sc3ccccc3NC2=O)c(C)c1 (stereo not given)
→ .	-10%	.	.	10%	12	.
#58 N#Cc1cccc(C(=O)N2CCC3(CC2)NC(=O)N(Cc2ccccc2)C3=O)c1
→ 5%	4%	-11%	2%	-20%	-6	-4%
#59 COc1ccccc1N1CCN(C(=O)CSc2n[nH]c(-c3ccccc3Cl)n2)CC1
→ .	-4%	.	.	-11%	1	.
#60 COc1cccc(CN(C)Cc2ccc(F)cc2)c1
→ -1%[172 µM]	-11%[87.6 µM]	-17%[138 µM]	-4%[88.5 µM]	-12%[87.6 µM]	-2	-12%[172 µM]
#61 O=C(Nc1ccccc1C(F)(F)F)N1CCCC1c1nncn1-c1ccccc1 (stereo not given)
→ -2%	13%	i	?	-20%	-9	7%

Already shown: an excerpt of the list.
Sequence of screens – Luciferase inh	HEK293 viab	3T3 cytotox	GPT2 inh	SNCA expr inhib	IP6K1 inh	HEK cytotox
#58 N#Cc1cccc(C(=O)N2CCC3(CC2)NC(=O)N(Cc2ccccc2)C3=O)c1
→ 5%	4%	-11%	2%	-20%	-6	-4%
#59 COc1ccccc1N1CCN(C(=O)CSc2n[nH]c(-c3ccccc3Cl)n2)CC1
→ .	-4%	.	.	-11%	1	.
#60 COc1cccc(CN(C)Cc2ccc(F)cc2)c1
→ -1%[172 µM]	-11%[87.6 µM]	-17%[138 µM]	-4%[88.5 µM]	-12%[87.6 µM]	-2	-12%[172 µM]
#61 O=C(Nc1ccccc1C(F)(F)F)N1CCCC1c1nncn1-c1ccccc1 (stereo not given)
→ -2%	13%	i	?	-20%	-9	7%

These rows are one share of the data (hit frequency here may not be typical).
